High-throughput results as filed in PubChem BioAssay.
p97 inhibitor: inhibitors of human p97 ATPase, primary screen, biochemical; Transitional endoplasmic reticulum ATPase (Homo sapiens), P55072; recombinant p97 ATPase, Kinase-Glo ATP luminescence, 3 h; inhibition, % at 8 µM; 220,000 tested, 0.42% active; in the data active means inhibition above about 15%;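 further: 0% = DMSO vehicle and 100% = wells lacking enzyme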
NPY-Y1 antag: NPY-Y1 receptor antagonists, primary screen, cell-based | Neuropeptide Y receptor type 1 (Homo sapiens), P25929 | HEK293-CNG Y1 cells, membrane potential fluorescence; NPY at EC95, then isoproterenol | inhibition, % at 3.6 µM | 200,000 tested, 1% active;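 active means inhibition above the campaign mean inhibition of all tested compounds plus 3 SD, cut at about 20% in these data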;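 further: 0% = DMSO wells given NPY plus isoproterenol and 100% = isoproterenol alone without NPY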
Target sequence (P25929 whole entry, looked up): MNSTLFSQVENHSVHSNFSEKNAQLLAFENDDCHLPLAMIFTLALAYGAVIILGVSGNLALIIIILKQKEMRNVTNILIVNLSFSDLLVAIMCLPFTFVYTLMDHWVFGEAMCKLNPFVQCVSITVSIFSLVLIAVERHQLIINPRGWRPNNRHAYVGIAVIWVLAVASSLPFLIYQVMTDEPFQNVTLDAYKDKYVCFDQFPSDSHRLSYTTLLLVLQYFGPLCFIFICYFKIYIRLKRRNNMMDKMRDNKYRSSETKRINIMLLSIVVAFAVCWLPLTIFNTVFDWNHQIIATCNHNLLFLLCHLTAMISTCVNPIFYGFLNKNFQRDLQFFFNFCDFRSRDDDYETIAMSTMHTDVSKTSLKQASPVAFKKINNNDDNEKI
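Assay system: HEK293 Y1/CNG channel cell line; Doses: single compound dose of 3.6 µM, 0.4% DMSO; Timing: dye 3 h, compound 60 min room temperature, stimulation 45 min; Technique: Membrane-potential fluorescent dye readout; Measure: % inhibition of NPY effect.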
NPY1 pot ag: NPY-Y1 receptor potentiators or agonists, primary screen, cell-based; Neuropeptide Y receptor type 1 (Homo sapiens), P25929; NPY-Y1 expressing cells, potentiator/agonist activation; activation, % at 3.6 µM; 220,000 tested, 0.37% active; in the data active means activation above about 33%, passing the limit was not always enough;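 further: cells stimulated with NPY at EC10 then isoproterenol at EC100; 0% = low agonist plus stimulus and 100% = saturating agonist plus stimulus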
eIF4E-4G inh: eIF4E–eIF4G protein interaction inhibitors, primary screen, biochemical, uHTS, TR-FRET, eIF4GI fragment; inhibition, % at 21.7 µM; TR-FRET eIF4E-eIF4GI(517-606) binding, 2 h; 220,000 tested, 0.37% active;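 active means inhibition above about 30%, limit read from the data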;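 further: 0% = full FRET control wells and 100% = background wells lacking eIF4GI fragment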
PGE2 EP2 inh: human EP2 receptor antagonists, primary screen, TR-FRET cAMP, C6 glioma cells. Prostaglandin E2 receptor EP2 subtype (Homo sapiens), P43116. C6 glioma cells expressing human EP2; cells stimulated with saturating PGE2. inhibition, % at 25 µM. 260,000 tested, 0.52% active. AID 1422, 2008;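 active means percent inhibition above 40 after rounding to a whole number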;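 further: rat C6 glioma host cells with rolipram phosphodiesterase inhibitor present; the protocol text gives 20 µM as final concentration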
S1P4 antagonist: S1P4 receptor antagonists, primary screen, cell-based; 220,000 tested, 0.26% active; S1P4-expressing cells, antagonist mode, reporter read-out; inhibition, % at 4.98 µM; AID 1510, 2009; Sphingosine 1-phosphate receptor 4 (Homo sapiens), O95977; in the data active means inhibition above about 29%;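 further: 0% = wells stimulated with agonist and 100% = vehicle wells without agonist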
Target sequence (O95977 whole entry, looked up): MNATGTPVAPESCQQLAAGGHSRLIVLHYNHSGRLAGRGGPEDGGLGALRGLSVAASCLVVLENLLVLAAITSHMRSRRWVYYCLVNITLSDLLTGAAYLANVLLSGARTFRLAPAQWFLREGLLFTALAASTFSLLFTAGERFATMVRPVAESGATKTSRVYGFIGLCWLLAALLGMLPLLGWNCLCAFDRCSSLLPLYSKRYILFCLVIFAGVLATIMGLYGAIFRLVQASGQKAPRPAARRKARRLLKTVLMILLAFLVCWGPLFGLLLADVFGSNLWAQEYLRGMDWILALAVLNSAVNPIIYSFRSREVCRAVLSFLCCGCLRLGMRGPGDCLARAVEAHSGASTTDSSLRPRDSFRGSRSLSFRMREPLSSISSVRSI
S1P4 ag: S1P4 receptor agonists, primary screen, cell-based; Sphingosine 1-phosphate receptor 4 (Homo sapiens), O95977; S1P4-expressing cell line, agonist reporter assay; 220,000 tested, 0.35% active; AID 1509, 2009; activation, % at 4.98 µM; in the data active means activation above about 11%;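 further: 0% = DMSO vehicle and 100% = reference agonist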
NPY2 pot ag: NPY-Y2 potentiators or agonists, primary screen, cell-based. 220,000 tested, 0.45% active. activation, % at 3.6 µM. cells expressing NPY-Y2, potentiator/agonist read-out. Neuropeptide Y receptor type 2 (Homo sapiens), P49146; in the data active means activation above about 27%;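 further: cells stimulated with NPY near EC25 plus isoproterenol at EC100; 0% = vehicle plus submaximal agonist and 100% = vehicle plus saturating agonist; some results beyond the cut were filed as inactive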
EP2 mod: EP2 receptor modulators, cAMP readout, primary screen, cell-based, HTRF cAMP, PGE2 stimulation | Prostaglandin E2 receptor EP2 subtype (Homo sapiens), P43116 | EP2-expressing cells, cAMP HTRF FRET, PGE2 co-stimulation | induction, % at 25 µM | 260,000 tested, 0.83% active | AID 940, 2007;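 active means compounds whose cAMP rise, as percent of the full-agonist control response, exceeds 60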;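 further: rat C6 glioma line stably carrying human EP2 under a CMV promoter; the protocol text gives 20 µM as final concentration; 100% = response of wells given 1 µM PGE2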
The depositor's hits bear a star; x = no result given; [ ] = another dose, or the depositor's remark. This is a subset; the hit share may differ from the screen's.

smiles | p97 inhibitor | NPY-Y1 antag | NPY1 pot ag | eIF4E-4G inh | PGE2 EP2 inh | S1P4 antagonist | S1P4 ag | NPY2 pot ag | EP2 mod
COCc1ccc(CN2CCc3c([nH]c4ccccc34)C2C(C)(C)C)o1 (configuration not stated) | -3.0 | 1.0 | -5.5 | 0.1 | 11.9 | 11.6 | -1.3 | -6.8 | 21.1
CCOc1ncccc1C(=O)OCc1ccc([N+](=O)[O-])cc1 | -8.0 | 3.0 | -7.8 | -2.2 | 7.3 | -16.1 | -0.3 | -10.7 | 9.6
C=CCn1c(COc2ccc(Cl)cc2)nnc1SCC(=O)NCC(=O)OCC | -1.6 | -2.9 | -16.9 | 5.0[fluorescence artefact?] | 8.3 | -11.5 | 1.8 | -34.3 | 19.7
O=C1CC(c2ccco2)CC2=C1C(c1ccccc1)n1nc(C(F)(F)F)nc1N2 (configuration not stated) | 1.2 | 5.5 | -20.3 | 4.3[fluorescence artefact?] | 17.1 | 1.7 | -4.0 | -3.1 | 19.5
Cc1ccccc1OCCn1cc(/C=C(\C#N)C(=O)NCc2ccco2)c2ccccc21 | 7.7 | 2.2 | -15.7 | 2.6 | 10.7 | -33.8 | 8.2 | -7.4 | 24.1
Cc1cnc(C(=O)Nc2cc(F)ccc2C)cn1 | -6.1 | -2.1 | 1.8 | 1.8 | 4.5 | -15.7 | -0.3 | -2.4 | -1.4
COc1cc(Br)cc(CN2CCN(C=O)CC2)c1O | -1.9 | 10.5 | -31.4 | -1.6 | 6.9 | 5.9 | 0.8 | -0.1 | 21.0
CN(c1ccccc1)C1CCCCC1NS(=O)(=O)c1ccc(Cl)cc1 (configuration not stated) | 1.5 | -7.7 | 11.3 | 0.0[fluorescence artefact?] | 5.6 | -3.4 | -1.3 | 7.0 | 65.6*
COc1ccc(C(=O)O)nc1C | 8.6 | x | 0.2 | 1.8 | 4.1 | -3.8 | 0.2 | 15.9 | 10.2
COC(=O)c1ccc(OC)c(CSc2nnc(COc3cccc(C)c3)o2)c1 | -3.8 | 4.0 | -24.9 | 5.9 | 3.8 | -24.2 | 1.1 | -9.1 | -19.3
Cn1c(=O)c2c(nc(SCCNS(=O)(=O)c3ccccc3)n2C)n(C)c1=O | 5.1 | -5.0 | 11.2 | -4.2 | 3.2 | 4.4 | 1.4 | 12.3 | -2.2
Cc1cc(=O)n2c(n1)NC(Nc1cccc(C)c1C)=NC2c1ccccc1 (configuration not stated) | 6.2 | x | 30.3 | 1.9 | 15.2 | 4.3 | 0.8 | 11.6 | -5.8
CCC(=O)Nc1ccc(Oc2ccc(NC(=O)CC)c(NC(=O)CC)c2)cc1 | 3.1 | 1.1 | 18.1 | -6.2 | 7.7 | -13.6 | 2.4 | -1.7 | 21.5
CCOc1ccc(NC(=O)CCNc2c(N3CCCC3)c(=O)c2=O)cc1 | 1.2 | -1.6 | -16.7 | -4.8 | 12.6 | 1.7 | -2.0 | 2.4 | 5.0
O=[N+]([O-])c1cccc(CSc2ncnc3ccccc23)c1 | -0.2 | 6.4 | -13.9 | -0.3 | 3.8 | -13.8 | -1.8 | 14.3 | 15.5
O=C(COC(=O)c1cc(Cl)nc2ccccc12)c1ccc(Cl)cc1 | 4.8 | 0.7 | 18.3 | -4.9 | 4.9 | 4.6 | 5.6 | -5.9 | 19.1
O=C(CSc1nnc(Cc2ccccc2)n1C1CCCCC1)N1CCOCC1 | 0.9 | 2.0 | 11.6 | 3.7[fluorescence artefact?] | 2.8 | 0.4 | -0.7 | 5.0 | -4.6
CCc1cc(C(=O)c2ccc(OC)cc2)c(NC(=O)CN2CCCC2)s1 | 11.2 | x | -15.8 | 1.3 | 2.9 | -10.9 | 0.7 | 10.1 | 15.8
CC1CN=C(Nc2cccc(S(=O)(=O)N(C)C)c2)S1 (configuration not stated) | 5.6 | 0.8 | 3.6 | -0.7 | 4.5 | -22.0 | 10.8 | -18.1 | -5.3
O=C(Nc1ccc2c(c1)nc1n2CCN(C2CCCCC2)C1)c1ccco1 | 10.2 | x | 5.8 | 0.4 | 10.1 | 7.1 | 1.9 | -9.2 | -3.7
COc1ccc(C2=NOC3(CC(=O)N(c4ccc(C)cc4)C3=O)C2)c(OC)c1 (configuration not stated) | -0.2 | 6.0 | -18.1 | -3.2 | 9.1 | 2.1 | 0.0 | -21.5 | 11.7
COCCOC(=O)c1c(NC(=O)CN2CCCc3ccccc32)sc(C(N)=O)c1C | 2.4 | -1.2 | -1.9 | -7.9 | 14.2 | -3.7 | -0.2 | 14.8 | -0.8
CC(C)C(c1nnnn1Cc1ccc(F)cc1)N1CCN(C2CCCCC2)CC1 (configuration not stated) | -2.9 | 6.0 | -16.8 | 2.1 | 4.2 | -14.1 | 1.5 | -16.0 | 13.1
C=CCn1c(=O)c2c3c(sc2n2c(Nc4ccccc4)nnc12)CCCC3 | -3.4 | 15.6 | -17.9 | 2.0 | 7.9 | 15.4 | -0.7 | -9.9 | 55.5
COc1ccc(NC(=O)Cc2coc3cc(C)ccc23)cn1 | 0.8 | 0.0 | 37.9 | -3.2 | 9.3 | -6.9 | -0.3 | 5.9 | -8.1
O=C1CC(c2ccccc2F)C2=C(COC2=O)N1 (configuration not stated) | -5.2 | 0.3 | 4.9 | 3.4 | 5.3 | 1.9 | -1.9 | -7.8 | -2.0
CCC(=O)Nc1nnc(C)s1 | -1.4 | 0.5 | -10.5 | 3.2[fluorescence artefact?] | 7.3 | -6.1 | -2.7 | -4.9 | 14.9
CC1=CC2=NC(=O)/C(=C\c3cc(C)n(-c4ccccc4)c3C)C(=N)N2O1 | 1.3 | 0.1 | -3.6 | 80.3*[fluorescence artefact?] | 9.4 | -7.4 | 2.0 | 0.0 | -30.7
COC(=O)C1=C(N)Oc2cc(C)n(CCCn3ccnc3)c(=O)c2C1c1ccc(Cl)cc1 (configuration not stated) | 3.5 | -5.8 | 11.3 | -13.8[fluorescence artefact?] | 5.2 | -18.4 | 1.3 | -1.6 | 4.1
COC(=O)c1ccc(NC(=O)Nc2ccc(F)cc2)cc1 | 0.0 | 1.4 | 14.9 | -9.9 | 35.9 | -9.2 | -0.1 | 1.1 | -31.0
COc1cc2[nH]c(=S)nc(NCCCOC(C)C)c2cc1OC | -0.6 | 12.8 | -2.0 | 3.6[fluorescence artefact?] | 8.8 | 5.0 | -0.9 | -16.3 | 13.8
CCCCCCOC(=O)C[N+](C)(C)CCOC1CC2CCC1(C)C2(C)C (configuration not stated) | -0.3 | 11.0 | -46.1 | -11.2 | 8.2 | 5.8 | -1.1 | -5.2 | -0.3
CC1=C(C(=O)Nc2ccccc2)C(c2ccc(C)o2)n2ncnc2N1 (configuration not stated) | 3.9 | -1.4 | 20.5 | 5.0 | 15.9 | -5.3 | 0.5 | 8.8 | 3.8
Clc1ccc(-c2noc(CN(Cc3ccccn3)CC3CCCO3)n2)cc1 (configuration not stated) | -3.8 | 4.7 | 1.1 | -0.7 | 14.5 | -12.2 | -1.6 | 7.4 | 6.3
CCOC(=O)c1sc(=S)n2c1[nH]c(=O)c1ccc(C(=O)OC)cc12 | -2.7 | -5.1 | 10.4 | -17.9[fluorescence artefact?] | 8.6 | 15.1 | -0.8 | -11.2 | -1.8
O=C(NCc1ccccn1)C1CCCN(S(=O)(=O)c2ccccc2)C1 (configuration not stated) | -0.4 | -2.8 | -1.7 | -7.9 | 6.2 | 3.6 | -0.2 | 0.7 | 19.1
O=C(Nc1ccc(Cl)cc1)N1CCc2[nH]c3ccccc3c2C1 | 4.2 | 1.6 | 34.0 | 2.0 | 28.6 | -19.6 | 0.3 | 20.7 | -32.6
O=C(COC(=O)C1CCC(=O)N1)Nc1ccccc1Br (configuration not stated) | -3.2 | 4.5 | -2.1 | -2.0 | 2.6 | 8.7 | -0.4 | -5.3 | -16.0
CCSC1=C(C#N)C(c2cccs2)C(C(=O)OC)=C(C)N1 (configuration not stated) | 7.2 | 7.7 | -7.0 | 3.9 | 8.0 | -1.7 | 1.3 | 3.3 | -17.9
O=c1oc2ccc3ccccc3c2c2c1SC(C(F)(F)F)C2 (configuration not stated) | -3.2 | 2.9 | -17.7 | -12.5 | 7.2 | -2.4 | -3.6 | -5.6 | 14.7
O=C(CC12CC3CC(CC(C3)C1)C2)NCC(=O)N1CCc2ccccc2C1 | -6.6 | 7.3 | 18.7 | -3.3 | 8.3 | -16.2 | -0.8 | -12.3 | 4.1
O=C(c1ccco1)N1CCN(C(=O)c2cc(-c3ccccc3)nc3ccccc23)CC1 | 0.0 | -7.9 | 5.7 | 7.9 | 7.9 | -15.5 | 1.4 | 10.1 | 14.7
Clc1ccc(CNc2ccc3nnc(-c4ccccc4)n3n2)cc1 | 4.4 | -0.8 | 9.8 | 8.0[fluorescence artefact?] | 4.9 | -8.2 | 0.9 | 0.3 | 16.1
COc1ccc(/C=N/NC(=O)/C(=C/c2ccccc2)CCO)cc1 | 1.2 | 4.2 | 0.4 | -6.7 | 3.7 | -13.0 | 1.5 | 6.3 | 14.5
CCc1n[nH]c(=S)n1/N=C/c1ccc(N(C)c2ccccc2)cc1 | -3.3 | 35.2* | -15.7 | -2.4 | 7.9 | -7.6 | 1.4 | -31.8 | 58.4
Cc1c(Br)ccc(NC(=O)c2ccccc2[N+](=O)[O-])c1C | 4.1 | 4.0 | 13.8 | -1.6 | 5.6 | -9.5 | 0.1 | 17.6 | -22.4
Cc1nc(SC2CC(=O)N(c3ccc([N+](=O)[O-])cc3)C2=O)nc2c1CCCC2 (configuration not stated) | 0.8 | 1.4 | -7.2 | 10.2[fluorescence artefact?] | 10.1 | -25.6 | -0.7 | 4.9 | 14.2
O=S(=O)(NCc1cccnc1)c1ccc(Br)s1 | 4.3 | -1.1 | -8.6 | -5.7[fluorescence artefact?] | 9.1 | -12.0 | -0.1 | 9.2 | 1.0
c1ccc(C2COC(c3cccs3)=N2)cc1 (configuration not stated) | -0.4 | -5.5 | -4.2 | 1.6[fluorescence artefact?] | 5.9 | -5.8 | 0.2 | 10.3 | 17.2

A second format for part of the listing above.
The line under a structure holds: p97 inhibitor	NPY-Y1 antag	NPY1 pot ag	eIF4E-4G inh	PGE2 EP2 inh	S1P4 antagonist	S1P4 ag	NPY2 pot ag	EP2 mod
> CCc1n[nH]c(=S)n1/N=C/c1ccc(N(C)c2ccccc2)cc1
    -3.3	35.2*	-15.7	-2.4	7.9	-7.6	1.4	-31.8	58.4
> Cc1c(Br)ccc(NC(=O)c2ccccc2[N+](=O)[O-])c1C
    4.1	4.0	13.8	-1.6	5.6	-9.5	0.1	17.6	-22.4

Records listed above marked active in NPY-Y1 antag.
smiles	p97 inhibitor	NPY-Y1 antag	NPY1 pot ag	eIF4E-4G inh	S1P4 antagonist	S1P4 ag	NPY2 pot ag	EP2 mod
CCc1n[nH]c(=S)n1/N=C/c1ccc(N(C)c2ccccc2)cc1	-3.3	35.2*	-15.7	-2.4	-7.6	1.4	-31.8	58.4
